# GRP78 ERSR act: qHTS for Inducers of the Endoplasmic Reticulum Stress Response (ERSR) in Human Glioma: qHTS; 420,000 tested, 0.02% active; AID 602332, 2012; U87-MG GRP78 promoter luciferase reporter, 16 h; Potency, µM, for inactives: at the highest dose activation, most hits filed as activators; note: potency is the fitted concentration of half-maximal effect; series mostly up to about 76 µM; % of control where 0% means no effect; nearly all actives have a fitted effect of over 35% in size
#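 Stably transfected U87-MG human glioma cells carrying a GRP78-based luminescent sensor were seeded at 1000 cells/well, pin-dosed with compounds and incubated 16 h. Luciferase reagent was then added, and end-point luminescence was read after 10 min at room temperature.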
# Vif-A3G inh: qHTS for Inhibitors of Vif-A3G Interactions: qHTS; HeLa A3G-eYFP + Vif (tagged APOBEC3G with the HIV-1 protein that degrades it), YFP fluorescence, overnight; Potency, µM (titrated, usually from 46.1 µM), for the others: at the highest dose activity, negative = active, actives largely listed as inhibitors; 410,000 tested, 0.076% active; AID 602310, 2012;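 note: potency is the fitted concentration of half-maximal effect; % is set by controls: 0 for no effect and ±100 for the full control effect; nearly all actives have a fitted effect of over 60% in size; hits raise eYFP signal because A3G escapes Vif-driven loss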
#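 HeLa cells stably expressing Vif and C-terminally eYFP-tagged A3G, seeded overnight at 37 deg C, then exposed to compound by pintool overnight at 37 deg C. Rise in yellow fluorescence (Ex 488/Em 500-530, Acumen) marks blocked Vif-driven A3G degradation.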
# PI4K2A inh: qHTS for small molecular inhibitors of PI4K2A; Phosphatidylinositol 4-kinase type 2-alpha (Homo sapiens), Q9BTU6; purified PI4K2A, ADP-Glo luminescence, 1 h; hits give low values; activity change, negative = inhibition, % at 76.9 µM; 420,000 tested, 0.13% active; in the data active = activity change below about -50%; inconclusive = mostly about -30% to -49%;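 note: -100% = wells without enzyme as full effect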
# Target sequence (Q9BTU6 whole entry, looked up): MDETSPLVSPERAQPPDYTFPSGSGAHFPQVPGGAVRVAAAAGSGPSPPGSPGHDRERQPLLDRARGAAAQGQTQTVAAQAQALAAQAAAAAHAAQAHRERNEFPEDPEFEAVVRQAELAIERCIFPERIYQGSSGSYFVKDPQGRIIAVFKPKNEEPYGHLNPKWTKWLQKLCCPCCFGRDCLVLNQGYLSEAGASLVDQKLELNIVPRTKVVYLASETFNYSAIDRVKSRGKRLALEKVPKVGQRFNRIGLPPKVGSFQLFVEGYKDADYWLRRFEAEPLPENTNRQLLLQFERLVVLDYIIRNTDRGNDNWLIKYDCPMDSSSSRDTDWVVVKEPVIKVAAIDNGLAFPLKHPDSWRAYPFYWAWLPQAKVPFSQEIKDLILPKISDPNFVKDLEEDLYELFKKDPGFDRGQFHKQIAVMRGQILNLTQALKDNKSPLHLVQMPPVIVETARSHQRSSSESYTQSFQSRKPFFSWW
#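 In this quantitative HTS, ADP production by PI4K2A was quantified luminescently after 1 h at ambient temperature; 100 microM adenosine served as plate-quality control.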
# TrxR1 substrate: qHTS Assay for Substrates of Mammalian Selenoprotein Thioredoxin Reductase 1 (TrxR1): qHTS. purified TrxR1 substrate turnover, NADPH consumption readout. Potency, µM (series often up to 114 µM), for the others: at the highest dose activity change, negative = substrate turnover. 390,000 tested, 0.01% active; note: potency is the fitted concentration of half-maximal effect; % is set by controls: 0 for no effect and ±100 for the full control effect; nearly all actives have a fitted effect of over 50% in size
#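 Rat TrxR1, dispensed at 90 nM, was prereduced with 400 uM NADPH (final) for 5 min at ~22 deg C, then incubated with compound 15 min before 400 uM selenite. A first-read NADPH fluorescence drop versus no-compound background flagged substrates.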
# USP1 inh: Inhibitors of USP1/UAF1: Primary Screen; Ubiquitin carboxyl-terminal hydrolase 1 (Homo sapiens), O94782; recombinant USP1/UAF1, Ub-Rhodamine cleavage fluorescence; Potency, µM (highest dose often 57.1 µM), inactives show at the top dose activity change, negative = inhibition, actives largely listed as inhibitors; 390,000 tested, 0.23% active; AID 743255, 2014; note: potency is the fitted concentration of half-maximal effect; % is set by controls: 0 for no effect and ±100 for the full control effect; nearly all actives have a fitted effect of over 60% in size; inactives centre near -12
#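 1 nM enzyme complex + cpd, 15 min RT; start with Ub-Rho 150nM final; kinetic fluorescence ex 480/em 540, 6 reads q60 s. Buffer 50mM HEPES pH 7.8, 0.5mM EDTA, 0.1 mg/ml BSA, 1mM TCEP, 0.01% Tween-20.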
# RXFP1 agonist: qHTS Assay for Agonists of the Relaxin Receptor RXFP1; Potency, µM (highest dose often 57.5 µM), for inactives: at the highest dose activation, hits mostly activators; Relaxin receptor 1 (Homo sapiens), Q9HBX9; HEK293T-RXFP1 cAMP TR-FRET, 30 min; response scale: percent of porcine relaxin response, buffer zero; 370,000 tested, 0.3% active; note: potency is the fitted concentration of half-maximal effect; % is set by controls: 0 for no effect and ±100 for the full control effect; nearly all actives have a fitted effect of over 60% in size; many of its hits are not listed in these tables
#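 HEK293T cells stably expressing RXFP1 were pretreated with the PDE4 inhibitor Ro 20174, exposed to compounds for 30 min at 37C, lysed, and cAMP was read by TR-FRET. Data normalized to buffer (basal) and 29 nM porcine relaxin (100%).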
# Vif-A3F inh: qHTS for Inhibitors of Vif-A3F Interactions: qHTS; HeLa A3F-eYFP + Vif (tagged APOBEC3F with the HIV-1 protein that degrades it), YFP fluorescence increase; Potency, µM (top dose mostly 46.1 µM), inactives show top-dose activity, negative = active; 390,000 tested, 0.2% active; AID 602313, 2012; note: potency is the fitted concentration of half-maximal effect; % of control where 0% means no effect; nearly all actives have a fitted effect of over 65% in size
#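 Fluorescence increase (Ex 488/Em 500-530) after overnight compound treatment at 37 deg C flags inhibition of Vif-driven A3F-eYFP loss in stable HeLa A3F-eYFP/Vif cells seeded overnight beforehand.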
# IDH1 R132H inh: qHTS for Inhibitors of mutant isocitrate dehydrogenase 1 (IDH1): qHTS; Isocitrate dehydrogenase [NADP] cytoplasmic (Homo sapiens), O75874; IDH1-R132H enzyme, NADPH consumption, diaphorase/resazurin fluorescence; Potency, µM (titrated, usually from 76.6 µM), without a hit: at the top dose activity change, negative = inhibition, most hits filed as inhibitors; 390,000 tested, 0.093% active; note: potency is the fitted concentration of half-maximal effect; % is set by controls: 0 for no effect and ±100 for the full control effect; nearly all actives have a fitted effect of over 65% in size
# Target sequence (O75874 whole entry R132H, stated change not applied): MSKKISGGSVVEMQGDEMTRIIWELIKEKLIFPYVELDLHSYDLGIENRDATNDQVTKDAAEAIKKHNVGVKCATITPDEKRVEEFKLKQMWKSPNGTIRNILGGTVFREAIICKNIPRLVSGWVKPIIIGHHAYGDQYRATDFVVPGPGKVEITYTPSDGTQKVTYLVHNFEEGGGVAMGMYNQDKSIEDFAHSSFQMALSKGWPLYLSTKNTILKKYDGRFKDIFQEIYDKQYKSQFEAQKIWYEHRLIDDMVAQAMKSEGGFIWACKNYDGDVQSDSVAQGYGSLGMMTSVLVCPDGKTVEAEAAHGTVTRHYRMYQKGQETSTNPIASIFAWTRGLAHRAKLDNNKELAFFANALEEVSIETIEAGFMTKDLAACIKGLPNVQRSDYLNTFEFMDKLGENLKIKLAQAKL
#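 IDH1-R132H (0.5 ug/mL dispensed) in pH 7.5 Tris buffer was preincubated 30 min with compound, then given a substrate mix of 0.016 mM NADPH and 2 mM alpha-KG for 80 min at room temperature; remaining NADPH was read by diaphorase/resazurin fluorescence.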
# LDHA block: qHTS assay for inhibitors of human lactate dehydrogenase; AID 1347041, 2019; purified LDHA, NADH/diaphorase-resazurin fluorescence; hits give low values; L-lactate dehydrogenase A chain (Homo sapiens), P00338; 480,000 tested, 0.15% active; activity change, % (values are at about 110 or 230 µM); in the data active = activity change below about -30%; inconclusive = mostly about -25% to -30%;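 note: plate controls were DMSO wells for no effect and wells without enzyme for full effect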
#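 Remaining NADH was detected by diaphorase (0.133 mg/mL) converting 37 µM resazurin to fluorescent resorufin, read at 0 and 20 minutes. The preceding 5-minute room-temperature reaction used 2 nM LDHA, 0.2 mM sodium pyruvate and 0.06 mM NADH at pH 7.4.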
# An asterisk follows results filed as active; ? = inconclusive; . = not tested or not shown; & = joins results of further samples; [ ] = dose if it differs, or a comment. Unless noted, calls come from the whole dose curve; as a rule, active = well fitted curve in the direction sought with a large enough effect; inconclusive = small, poorly fitted or top-dose-only effect, or another doubt; inactive = no such curve, though single readings can be large; an effect the other way counts as inactive or inconclusive. Some of the compounds tested (hit frequency here may not be typical).
nr	mol	GRP78 ERSR act	Vif-A3G inh	PI4K2A inh	TrxR1 substrate	USP1 inh	RXFP1 agonist	Vif-A3F inh	IDH1 R132H inh	LDHA block
1	O=C1CCC(C(=O)Nc2cc(C(F)(F)F)ccc2-n2cncn2)=NN1	-2%	0%	0	-10%	-9%	0.3%	-2%	-5%	-3
2	COc1cc(/C=C/C(=O)O)cc2c1OCCO2	-5%	0%	-1	11%	-7%	-0.3%	0%	-10%	-7
3	CCOc1ccc(C(C)=O)cc1COC(=O)CNC(=O)C12CC3CC(CC(C3)C1)C2	-2%	-2%	1	1%	-15%	.	-14%	1%	5
4	O=[N+]([O-])c1ccc(CC(Cl)c2ccccn2)cc1 (stereo not drawn)	5%	3%	-11	-5%	-2%	.	-2%	15%	3
5	CCC(C(=O)NCCc1c[nH]c2ccc(C)cc12)c1ccccc1 (stereo not drawn)	-3%	-10%	1	-3%	-20%	4.6%	-11%	4%	6&7
6	CCCOc1ccc(C(=O)Nc2ccc(S(=O)(=O)Nc3cc(C)nc(C)n3)cc2)cc1	0%	-9%	-3	-5%	-17%	1.1%	7%	-3%	-2
7	CN(CC(=O)Nc1cccc(F)c1)C(=O)c1cccc(-n2cccc2)c1	-3%	-1%	-17	4%	6%	0.4%	-23%	0%	-1&1
8	CC1=CC=CC2=NC(=O)CC(C)(C(=O)O)N12 (stereo not drawn)	4%	4%	-2	198%[activator][57.1 µM]	-14%	4.5%	-3%	3%	-7
9	O=[N+]([O-])/C=C/c1ccc2c(ccn2Cc2ccccc2)c1	-1%	?	30	1%	-24%	-4.3%	2%	21µM*	-5
10	O=C(CCN1C(=O)c2ccccc2S1(=O)=O)Nc1ccccc1O	2%	-1%	-4	5%[57.1 µM]	-24%	-0.5%	-19%	-7%	-1
11	COc1ccc2c(CC(=O)OCC(=O)Nc3cc(C)c(C)cc3[N+](=O)[O-])coc2c1	0%	0%	2	-10%	-11%	-0.1%	-4%	-1%	-3
12	Cc1nc(N2CCOCC2)c2c(C(=O)NCCc3ccccc3)c(C)oc2n1	-2%	-1%	2	-4%	-22%	-0.7%	7%	-12%	-9
13	COc1ccc(C(=O)COC(=O)c2nn(C)c(=O)c3ccccc23)c(OC)c1	-1%	6%	-5	6%	-24%	2.5%	3%	0%	-4
14	Cc1cc(N2CCOCC2)nc(N)n1	8%	-1%	-3	14%[57.1 µM]	-4%	2.4%	-8%	3%	-7
15	CCN(C[C@H]1N[C@@](Cc2ccccc2)(C(=O)OC)[C@H]2C(=O)N(C)C(=O)[C@@H]12)C(=O)c1ccc(C)cc1	-1%	0%	-7	5%	-25%	.	-1%	13%	-1
16	O=C(Nc1ccccn1)c1cccc(S(=O)(=O)N2CCCc3ccccc32)c1	-1%	4%	-2	-18%	-13%	0.5%	-2%	-12%	-12
17	CCc1nnc(NC(=O)c2cc(S(=O)(=O)N3CCCCC3)ccc2N2CCOCC2)s1	0%	-12%	13	-2%	-4%	2.5%	17%	14%	-4
18	COc1cccc(C(=O)N2CCN(C3CCC(c4ccccc4)CC3)CC2)c1 (stereo not drawn)	-4%	3%	29	6%[57.1 µM]	-15%	1.4%	4%	2%	-14
19	COc1cccc(/C=C2\N=C(C3CCCCC3)OC2=O)c1OC	1%	-2%	2	6%[57.1 µM]	-13%	1.7%	2%	4%	-1
20	CC(C)(C)NC(=O)COC(=O)c1ccc(S(=O)(=O)N2CCCCCC2)cc1	-2%	1%	-7	-3%	-9%	0.9%	-5%	2%	-4
21	CO/N=C/NC(=O)NOCc1ncc(C(F)(F)F)cc1Cl	0%	-5%	10	-5%	3%	0.5%	-8%	-1%	-4
22	CN(C)c1ccc(CNC(=O)C2Cc3c(-c4cccc(C(N)=O)c4)ccnc3O2)cc1 (stereo not drawn)	-2%	?	4	.	.	.	.	.	0
23	C=CCC1NS(=O)(=O)OC(CCCC)C1O (stereo not drawn)	-1%	-7%	5	-9%	-21%	0.8%	-4%	2%	0
24	Cc1c(C)[n+](=O)c(-c2ccc(F)cc2)c(C)n1[O-]	-6%	0%	1	6%	-8%	0.0%	0%	3%	-4&4
25	COc1ccc(OC)c(Cc2cnc3nc(N)nc(N)c3c2C)c1	-7%	0%	8	3%[57.1 µM]	-9%	.	2%	5%	4
26	COc1cc(/C=N/NC(=O)c2cc(-c3cccc(Br)c3)nc3ccccc23)cc(OC)c1O	-8%	-17%	-1	7%[57.1 µM]	-3%	.	14%	-1%	-1
27	COc1ccc(C(=O)N2CCC2)cc1S(=O)(=O)NCc1ccc(Cl)cc1	-3%	0%	2	-1%	-16%	.	4%	-1%	-6
28	CCOC(=O)Nc1cc(=O)c2ccccc2o1	0%	?	7	8%	-10%	2.8%	-2%	0%	-1
29	CCCCC[C@@H]1C=C(C(=O)O)[C@H](c2ccc(CC)cc2)N1S(=O)(=O)c1ccc(C)cc1	-3%	2%	1	-9%	-3%	.	-4%	2%[38.3 µM]	-2
30	COc1ccc(S(=O)(=O)N2CCOC2CNC(=O)C(=O)NCCc2ccc(OC)c(OC)c2)cc1 (stereo not drawn)	-2%	-1%	-3	-2%	-16%	2.3%	0%	0%	-2

# Six entries from above, sorted by SMILES length, high to low:
nr	mol	GRP78 ERSR act	Vif-A3G inh	PI4K2A inh	TrxR1 substrate	USP1 inh	RXFP1 agonist	Vif-A3F inh	IDH1 R132H inh	LDHA block
15	CCN(C[C@H]1N[C@@](Cc2ccccc2)(C(=O)OC)[C@H]2C(=O)N(C)C(=O)[C@@H]12)C(=O)c1ccc(C)cc1	-1%	0%	-7	5%	-25%	.	-1%	13%	-1
29	CCCCC[C@@H]1C=C(C(=O)O)[C@H](c2ccc(CC)cc2)N1S(=O)(=O)c1ccc(C)cc1	-3%	2%	1	-9%	-3%	.	-4%	2%[38.3 µM]	-2
22	CN(C)c1ccc(CNC(=O)C2Cc3c(-c4cccc(C(N)=O)c4)ccnc3O2)cc1 (stereo not drawn)	-2%	?	4	.	.	.	.	.	0
16	O=C(Nc1ccccn1)c1cccc(S(=O)(=O)N2CCCc3ccccc32)c1	-1%	4%	-2	-18%	-13%	0.5%	-2%	-12%	-12
25	COc1ccc(OC)c(Cc2cnc3nc(N)nc(N)c3c2C)c1	-7%	0%	8	3%[57.1 µM]	-9%	.	2%	5%	4
4	O=[N+]([O-])c1ccc(CC(Cl)c2ccccn2)cc1 (stereo not drawn)	5%	3%	-11	-5%	-2%	.	-2%	15%	3

# (more compounds)
nr	mol	GRP78 ERSR act	Vif-A3G inh	PI4K2A inh	TrxR1 substrate	USP1 inh	RXFP1 agonist	Vif-A3F inh	IDH1 R132H inh	LDHA block
31	CCCCN(C(=O)C(C)Oc1ccc(Br)cc1)c1c(N)n(Cc2ccccc2)c(=O)[nH]c1=O (stereo not drawn)	-7%	-6%	1	-1%	-16%	-0.6%	-4%	0%	-2
32	CCOC(=O)c1ccc(CN2CCCC(C)(C(=O)NCCOC)C2)cc1 (stereo not drawn)	-2%	-1%	-5	.	.	.	.	.	-5
33	Cc1cccc(C(=O)NCC(c2ccc(F)cc2)N2CCOCC2)c1 (stereo not drawn)	-6%	0%	4	7%	-10%	-1.3%	-2%	2%	-9
34	COCCNc1ccc(-c2nc(-c3ccccn3)no2)cc1[N+](=O)[O-]	-7%	-1%	-3	-1%	-11%	-3.3%	-12%	-7%	-4
35	CC#CCOC(=O)c1c(C)nc2sc3c(c2c1N)CCC(O)C3 (stereo not drawn)	-6%&0%	2%	2&3	11%[57.1 µM]	-20%	25%	0%	6%	-13
36	CCn1c(Cc2cccs2)nnc1SCC(=O)NC1CC1	0%	5%	-1	6%	-2%	0.5%	1%	0%	-4
37	Cc1ccc(COCC(CC(C)C)N2CCN(C(=O)c3cccc(C(F)(F)F)c3)CCC2=O)cc1 (stereo not drawn)	-2%	1%	4	-16%	-14%	-0.1%	0%	4%	2
38	CN(C)C(=O)c1cc(C(=O)c2ccc(Cl)cc2Cl)c[nH]1	0%	-7%	1	15%[57.1 µM]	-7%	-1.1%	-19%	7%	-1
39	CC1(NC(=O)NCc2ccco2)CCS(=O)(=O)C1 (stereo not drawn)	-1%	3%	1	1%	-17%	-5.9%	1%	10%	0
40	CCOC(=O)c1ccc(NC(=O)CSCC(=O)OCC(=O)c2ccccc2)cc1	-2%	0%	0	-2%	-17%	3.7%	-3%	8%	6
41	Cc1ccncc1C(N)=O	-1%	1%	4	0%	-17%	1.9%	-4%	-6%	-1
42	Cc1nn2c(=O)c(NC(=O)c3ccc(Cl)cc3)cnc2s1	1%	-5%	1	-11%	-5%	0.9%	8%	0%	-2
43	Cc1noc(C)c1COc1ccccc1C(=O)NCCOc1ccccc1F	2%	0%	-1	-9%	-12%	2.3%	-1%	-9%	0
